# p53 reactivation – restores transcriptional activity of mutant p53 | H1299 p53-A138V BP100-luciferase reporter, luminescence, 24 h | Potency, µM (titrated, usually from 92.2 µM), for inactives: top-dose activity change, positive = activation, most hits filed as activators | actives 0.063% (n = 320,000); further: potency means the concentration at half of the fitted maximal effect; % of control where 0% means no effect; nearly all actives have a fitted effect of over 45% in size
#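 H1299 (p53-null), stable ts p53-A138V + BP100-Luc; 1000 cells/well, Opti-MEM/10% FBS; cpd 4 pt, 1:5; 24 h, 37 deg C, 5% CO2; detection reagent 10 min RT; luminescence.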
# Rab9 promoter act – activators of Rab9 promoter | Huh7 Rab9 promoter-luciferase reporter, luminescence, 24 h | actives 2.8% (n = 320,000) | Potency, µM (doses to about 9.22 µM), for the others: at the highest dose activation, negative = inhibition, most hits filed as activators; further: potency means the concentration at half of the fitted maximal effect; % of control where 0% means no effect; nearly all actives have a fitted effect of over 60% in size
#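 Huh7 cells stably carrying a Rab9 promoter-luciferase reporter, 1500 cells per well in OP-MEM I with 10% FBS, treated with compound 24 hours at 37C. Luciferase activity read by luminescence after 10 minutes with Amplite reagent.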
# BRCA1 expr act – BRCA1 expression activation; MCF7-BRCA1-FFLuc reporter, luminescence, 48 h; response scale: scaled: vehicle 0%, 10 µM genistein 100%; Potency, µM (series often up to 46.1 µM), without a hit: top-dose activation, actives largely listed as activators; actives 1.1% (n = 380,000); AID 624202; further: potency means the concentration at half of the fitted maximal effect; nearly all actives have a fitted effect of over 80% in size; some results filed as inactive show a strong effect at the top dose
#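 Quantitative HTS in MCF7 cells stably reporting BRCA1 expression via firefly luciferase. Compound treatment lasts 48 h at 37 °C in phenol-red free MEM. Activation is expressed relative to genistein at 10 microM and DMSO.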
# RORgamma inh – blocks mouse ROR gamma transcriptional activity | Drosophila S2 Gal4-RORgamma UAS-luciferase reporter, 20 h | P51450 | Potency, µM (top dose mostly 53.6 µM), without a hit: at the top dose activity change, negative = inhibition, hits mostly inhibitors | actives 5.4% (n = 310,000); further: potency means the concentration at half of the fitted maximal effect; on the % scale 0 is the no-effect control and ±100 the full control effect; nearly all actives have a fitted effect of over 60% in size
#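 Stable Schneider cell line, Gal4 DNA-binding domain fused to ROR gamma, UAS-luciferase. Cmpd 1 hr RT → CuSO4 700 uM final → 20 hr RT → luciferase reagent 10 min → luminescence.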
# NPC1 promoter act – NPC1 promoter activation | Huh7 NPC1 promoter luciferase reporter, 24 h | Potency, µM (titrated, usually from 9.22 µM), for inactives: top-dose activation, actives largely listed as activators | actives 2.4% (n = 320,000);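 further: potency means the concentration at half of the fitted maximal effect; % of control where 0% means no effect; nearly all actives have a fitted effect of over 60% in size; reporter is driven by a mutant NPC1 promoter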
#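 Compounds in DMSO were transferred onto Huh7 NPC1-luciferase reporter cells pre-incubated 2 h; after 24 h at 37 °C, Amplite reagent was dispensed and luminescence recorded 10 min later.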
# TRPV1 agonist – human TRPV1 agonism. Q8NER1. TRPV1-expressing cells, Fluo-8 calcium influx, agonist mode. activation, % at 8.33 µM. actives 0.19% (n = 320,000). AID 540275; in the data active means activation above about 80%; inconclusive means between about 30% and that limit; further: 0% is about no effect
# Target sequence (Q8NER1 whole entry, looked up): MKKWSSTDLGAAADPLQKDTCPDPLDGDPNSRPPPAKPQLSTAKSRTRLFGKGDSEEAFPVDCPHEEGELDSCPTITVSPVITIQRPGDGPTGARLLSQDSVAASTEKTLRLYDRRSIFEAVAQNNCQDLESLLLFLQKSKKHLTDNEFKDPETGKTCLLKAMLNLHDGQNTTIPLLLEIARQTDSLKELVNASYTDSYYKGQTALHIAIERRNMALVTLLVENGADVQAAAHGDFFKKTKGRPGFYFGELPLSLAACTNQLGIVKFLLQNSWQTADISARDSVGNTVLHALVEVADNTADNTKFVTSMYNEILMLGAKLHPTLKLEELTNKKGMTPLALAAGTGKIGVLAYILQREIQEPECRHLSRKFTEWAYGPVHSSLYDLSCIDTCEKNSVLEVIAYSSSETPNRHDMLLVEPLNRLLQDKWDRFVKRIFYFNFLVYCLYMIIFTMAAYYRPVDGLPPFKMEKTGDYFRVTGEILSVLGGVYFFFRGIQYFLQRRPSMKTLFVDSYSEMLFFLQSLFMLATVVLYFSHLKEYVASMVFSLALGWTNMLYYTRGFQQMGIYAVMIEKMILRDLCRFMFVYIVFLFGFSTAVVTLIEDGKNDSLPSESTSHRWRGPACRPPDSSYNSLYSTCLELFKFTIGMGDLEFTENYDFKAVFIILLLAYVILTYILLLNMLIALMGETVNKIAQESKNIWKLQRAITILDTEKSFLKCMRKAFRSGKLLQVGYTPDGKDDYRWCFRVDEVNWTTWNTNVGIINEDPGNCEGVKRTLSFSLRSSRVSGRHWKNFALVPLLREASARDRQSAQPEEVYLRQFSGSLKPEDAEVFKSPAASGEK
#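 Fluo-8 calcium influx in TRPV1-expressing cells, kinetic read (ex 480/em 520 nm). Compound added and read 3 min for agonist activity, followed by capsaicin at EC20 final and 2 min further read for enhancement.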
# ELG1 DNA repair – ELG1-dependent DNA repair inhibition; HEK293T ELG1-luciferase reporter, luminescence, 16 h; DNA damage induced by 5-fluorouridine; Potency, µM (top dose mostly 46.1 µM), for inactives: at the highest dose activity change, negative = inhibition, most hits filed as inhibitors; actives 2.3% (n = 330,000); further: potency means the concentration at half of the fitted maximal effect; on the % scale 0 is the no-effect control and ±100 the full control effect; nearly all actives have a fitted effect of over 55% in size
#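 Quantitative HTS, concentration-response format. 2,000 cells/well co-treated with 5-fluorouridine and compound, 16 hr in 5% CO2 at 37 °C; ONE-Glo luminescence read after 30 min.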
# Gal4-VP16 FLuc – Gal4-VP16 reporter inhibition counter-screen; Drosophila S2 Gal4-VP16 UAS-luciferase, luminescence, 20 h; Potency, µM (doses to about 53.6 µM), without a hit: at the highest dose activity, negative = inhibition, actives largely listed as inhibitors; actives 3.5% (n = 310,000); AID 2546;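 further: Gal4-VP16 expression switched on by copper sulfate through the metallothionein promoter; potency means the concentration at half of the fitted maximal effect; on the % scale 0 is the no-effect control and ±100 the full control effect; nearly all actives have a fitted effect of over 50% in size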
# ELG1 genotoxic – inducers of genotoxicity in HEK293T ELG1-luciferase cells; HEK293T ELG1-luciferase reporter, luminescence, 16 h; actives 1.3% (n = 330,000); AID 504466; Potency, µM (top dose mostly 46 µM), without a hit: at the top dose activity change, positive = activation, actives largely listed as activators; further: potency means the concentration at half of the fitted maximal effect; % of control where 0% means no effect; nearly all actives have a fitted effect of over 60% in size
#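 Quantitative HTS format in 1536-well plates. HEK293T ELG1-luciferase reporter cells receive test compound and are incubated 16 hr at 37 °C, 5% CO2; ONE-Glo added, 30 min room temperature, then luminescence read.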
# FLuc modulator – firefly luciferase modulation, counter-screen for miR-21 project | AID 588342 | purified FLuc, Km substrates, luminescence inhibition | Potency, µM (top dose mostly 57.5 µM), for the others: at the highest dose activity change, negative = inhibition, usual class: inhibitors | P08659 | actives 6.9% (n = 360,000);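 further: potency means the concentration at half of the fitted maximal effect; plate controls were vehicle for no effect and reference inhibitor for full effect; nearly all actives have a fitted effect of over 55% in size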
#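 Purified P. pyralis luciferase, 10 nM final, with Km-level 10 uM D-luciferin and 10 uM ATP in 50 mM Tris acetate pH 7.5, 10 mM Mg acetate, 0.01% Tween-20, 0.05% BSA; 6-point qHTS titration about 60 µM downward; luminescence read.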
# Tb PFK block – blocks T. brucei phosphofructokinase; O15648; T. brucei PFK, ADP-Glo luminescence; Potency, µM (series often up to 57.5 µM), for inactives: at the top dose activity, negative = inhibition, actives largely listed as inhibitors; actives 0.17% (n = 330,000); AID 485367;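 further: potency means the concentration at half of the fitted maximal effect; 0% = uninhibited 1x PFK enzyme wells and -100% = no-enzyme wells; nearly all actives have a fitted effect of over 60% in size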
#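 1.25 nM PFK with 0.5 mM F6P and 0.1 mM ATP in 0.1 M TEA pH 8.0, 5 mM MgCl2, incubated 45 min at room temperature; ADP measured by ADP-Glo luminescence; compounds titrated up to 57 uM.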
# An asterisk follows results filed as active; ? = inconclusive; · = not tested or not shown; & = joins results of further samples; [ ] = another dose, or the depositor's remark. Unless noted, the call rests on the fitted dose curve; in most records, active means well fitted curve in the direction sought with a large enough effect; inconclusive means small, poorly fitted or top-dose-only effect, or another doubt; inactive means no such curve, though single readings can be large; an effect the other way counts as inactive or inconclusive.
SMILES,p53 reactivation,Rab9 promoter act,BRCA1 expr act,RORgamma inh,NPC1 promoter act,TRPV1 agonist,ELG1 DNA repair,Gal4-VP16 FLuc,ELG1 genotoxic,FLuc modulator,Tb PFK block
CSCC[C@H](NC(=O)NCc1ccccc1F)C(=O)O,-2%,-1%,20%,-3%,-4%,0,8%,-1%,-1%,6%,4%
Cc1cccc(NC(=O)CN2C(=O)CNC2=O)c1,0%,-1%,-16%,14%,0%,2,13%,-1%,-6%,-1%,-1%
O=C(c1coc(=O)c2ccccc12)N1CCN(Cc2ccccc2)CC1,7%,-2%,-3%,17%,0%,·,4%,-5%,-2%,1%,-3%
Cc1nnc(SCC(=O)Nc2cc(S(C)(=O)=O)ccc2Cl)n1Cc1ccccc1,8%,1%,-24%,-1%,3%,-3,-7%,5%,-3%,1%,0%
CCc1ccc2nc(N(CCN(C)C)C(=O)c3ccc4ccccc4c3)sc2c1,7%,-6%,-2%,-2%,-2%,1,13%,3%,0%,-1%,-2%
CCCCC1(C(=O)OCC)CC(CSC(=N)N)OC1=O (configuration not stated),19%,-6%,4%,-12%,4%,2,3%,-15%,-4%,-12%,2%
CCC(C)NS(=O)(=O)c1ccc(S(=O)(=O)N(CCc2ccc(OC)c(OC)c2)Cc2cccs2)cc1 (configuration not stated),-8%,-7%,-80%,44%,-12%,2,?,?,0%,0%,-4%
O=C(CSc1nc(-c2ccccc2)c(-c2ccccc2)[nH]1)N1CCN(S(=O)(=O)c2ccccc2)CC1,0%,-3%,-66%,-27%,-1%,0,16µM*,3%,-6%,1%,-4%
O=C(Nc1ccc(Oc2ccccc2)nc1)C1CCCCN1Cc1ccco1 (configuration not stated),-8%,-6%,-31%,44%,-30%,18,?,4%,5%,0%,1%
CCn1cc(C(=O)OCC(=O)c2ccc(Cl)cc2)c(=O)c2ccc(C)nc21,-2%,-6%,3%,0%,-1%,-15,-13%,-3%[10 µM],-5%,-10%,0%
Cc1ccc(CCNC(=O)CN2C(=O)COc3ccc(S(=O)(=O)N4CCCCC4)cc32)cc1,-5%,-4%,11%,21%,0%,1,?,3%,8%,2%&4%,-5%
CCOc1ccccc1N1CCN(CC(=O)N(CC(C)C)c2c(N)n(CC(C)C)c(=O)[nH]c2=O)CC1,-2%,-1%,-24%,-18%,-13%,3,-3%,-4%,-6%,0%,-4%
O=C(O)c1ccccc1C(=O)O,7%,-2%,10%,-14%,4%,-6,8%,4%,1%,-14%,-7%
O=C1c2ccccc2N(Cc2ccc(Cl)cc2)C2=NCCN12,-1%,6%,0%,-43%,-2%,0,-17%,3%,1%,0%,-1%
COc1ccc2c(c1)C(=O)C(=O)N2,8%,0%,-15%,-17%[10 µM],1%,5,?,11%,2%,-8%,0%

# Only Rab9 promoter act, for two of the compounds above:
molecule	Rab9 promoter act
O=C(O)c1ccccc1C(=O)O	-2%
CCc1ccc2nc(N(CCN(C)C)C(=O)c3ccc4ccccc4c3)sc2c1	-6%

# The results go on.
SMILES,p53 reactivation,Rab9 promoter act,BRCA1 expr act,RORgamma inh,NPC1 promoter act,TRPV1 agonist,ELG1 DNA repair,Gal4-VP16 FLuc,ELG1 genotoxic,FLuc modulator,Tb PFK block
O=C(CN1C(=O)NC2(CCCCCCC2)C1=O)NCc1ccccc1,-4%,·,14%,·,·,·,28%,·,4%,·,1%
C=CCn1c(=O)c2ccccc2n2c(SCc3cc(=O)n4ccsc4n3)nnc12,-2%,-10%,-30%,4%,1%,-2,-9%,-3%,-1%,4%,1%
O=C1c2ccccc2C(=O)N1Cc1nc2ccccc2c(=O)n1Cc1ccco1,7%,-3%,1%,20%,-2%,·,15%,1%,0%,0%,-1%
O=C(O)Cn1nc(-c2ccccc2)oc1=O,-1%,0%,0%,12%,-2%,-2,16%,4%,0%,0%,2%
CCc1ccc(/C(C)=N/NC(=O)c2ccc(-n3cnnn3)cc2)cc1,21%,-1%,0%,·,-2%,?,2%,·,·,-15%,-8%
COc1ccccc1CC(NC(C)=O)C(=O)NC1CCN(S(=O)(=O)c2ccc(NC(C)=O)cc2)CC1 (configuration not stated),2%,1%,-3%,-17%,2%,0,10%,-2%,-2%,0%,-1%
Cc1ccccc1NC(=O)Cn1nnc(-c2ccc(N3CCOCC3)cc2)n1,22%,25%,4%,3%,-3%,5,21%,0%,19%,?,2%
Cc1c(C(=O)/C=C/N(C)C)nnn1-c1ccc(Cl)cc1C#N,-1%,2%,9%,15%,1%,4,4%,-2%,1%,4%,0%
CC(=O)Nc1cc2nc(C)n(Cc3ccccc3)c2nc1C,17%,-2%,0%,6%,3%,-1,1%,1%,0%,0%,-3%
O=C(CSc1nnc2ccc(-c3ccc(Br)cc3)nn12)NCC1CCCO1 (configuration not stated),-3%,1%,-22%,·,-3%,-1,-23%,·,0%,4%,3%
COc1cc(C(=O)N(CCc2ccccc2)C2=CC3CCC(C2)N3C)cc(OC)c1OC (configuration not stated),-2%,-4%,-1%,5%,-5%,1,21%,3%,0%,0%,-6%
O=C1c2ccccc2C(=O)N1c1ccc(-c2nc3ccccc3o2)cc1,8%,4.5µM*,·,24%,?,-3,?,9%,10%,?,-1%
O=C(N/N=C1\CCCc2ccccc21)c1ccccc1[N+](=O)[O-],-17%,-2%,-1%,?,3%,3,8%,2%,0%,-9%,-2%
CCOc1ccc(CN(C)CC(=O)NCc2ccccc2)cc1,-4%,1%,-2%,8%,0%,8,1%,-8%,1%,-1%,1%
Cn1cccc1C(=O)NC(=O)COC(=O)CCNS(=O)(=O)c1cccc(C(F)(F)F)c1,3%,-6%,-9%,·,2%,-2,-6%,·,-2%,·,5%
Cn1nnnc1Sc1ncnc2scc(-c3ccccc3)c12,-30%,0%,-86%&-11%[inhibitor],?,0%,4,?,3%,-9%,5%[2.3 µM],-4%
CCN(C(=O)COC(=O)Cc1c(F)cccc1Cl)c1c(N)n(Cc2ccccc2)c(=O)[nH]c1=O,0%,0%,-9%,·,0%,-3,3%,·,-4%,0%,0%
CCN1CCN(C(=O)CN(c2cccc(Br)c2)S(=O)(=O)c2ccccc2)CC1,-2%,-3%,-7%,-2%,-3%,6,1%,-4%,2%,17%,-3%
CC(=O)Nc1ccc(-c2csc(Nc3ccccn3)n2)cc1,?,0.45µM*,?,21%,0.5µM*,8,?,-4%,?,?,0%
Cc1ccc(C)c(NC(=S)NCc2cccn2C)c1,-6%,-9%,·,10µM*,-4%,2,10%,11µM*,3%,1%,-2%
Nn1c(SCC(=O)Nc2ccc3c(c2)OCCO3)nnc(CCC(=O)O)c1=O,4%,-3%,12%,-31%,-4%,2,?,0%,-1%,13µM*,2%
Cc1ccc(S(=O)(=O)/N=C(/c2ccc(F)cc2)N(C)C)cc1,5%,-6%,-8%,15%,0%,-1,?,5%,0%,0%,0%
CC(C)CC(=O)Nc1ccc([N+](=O)[O-])cc1Cl,4%,1%,5%,-12%,-4%,-3,-6%,-3%,-2%,0%,-5%
O=C(CSc1nnc(-c2ccccc2F)o1)Nc1ccc(N2CCOCC2)cc1,17%,22%,26%,·,23%,2,?,·,10%,-8%,0%
CC(C)CCNC(=O)C(c1ccncc1)N(Cc1cccs1)C(=O)Cn1nnc(-c2ccc(F)cc2)n1 (configuration not stated),-18%,-5%,-76%,-35%,-10%,9,?,6%,3%,4%,-3%
CNC(=O)C(NC(=O)c1ccccc1)=C(C)C,1%,-1%,3%,4%,1%,3,0%,-6%,-2%,0%,0%
CCc1nnc(NC(=O)CSc2ccc(-c3ccccc3OC)nn2)s1,0%,-4%,-14%,9%,-7%,-1,?,4%,8%,?,-4%
CC(=O)N(Cc1nc2sc(C)c(C)c2c(=O)[nH]1)C1CCCC1,1%,-5%,-19%,10µM*,-5%,1,-8%,?,-5%,-1%,-4%
O=C(N/N=C/c1ccco1)c1ccc(NC(=O)c2ccc(Cl)cc2)cc1,-1%,3%,-5%,3%,-6%,3,-3%,4%,-5%,2%,-1%
CCN1C(=O)/C(=C2/Sc3ccc(OC)cc3N2C)SC1=Nc1ccc(OC)cc1,4%,-3%,0%,1%,0%,3,23%,5%,4%,-5%,1%
O=C(c1ccc(F)cc1F)N1CCN(c2n[nH]c(=O)[nH]c2=O)CC1,2%,-11%,0%,23%,-2%,-1,29%,-5%[10 µM],4%,-3%,1%
OCC[C@@H]1C[C@H](O)[C@@H](O)[C@@]2(Cc3ccccc3CO2)O1,·,4%,3%,-4%,-6%,-3,9%,-1%,1%,1%,2%

# No enrichment for hits; overall some 15% were active at least once.
